Source: PubChem BioAssay
Bcl-B Bim block: inhibitors of Bim-Bcl-B interaction, human. bead-based flow cytometry, Bim peptide-Bcl-B binding. inhibition, % at 10 µM. actives 0.073% (n = 190,000). AID 951;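 further: 0% = tracer peptide without compound and 100% = reference inhibitor peptide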
Bcl-XL Bim block: human Bim-Bcl-XL interaction inhibition; Q07817; Bim peptide-Bcl-XL binding, bead flow cytometry, fluorescence; inhibition, % at 10 µM; actives 0.04% (n = 190,000)
Bim-Bfl-1: inhibitors of Bim-Bfl-1 interaction, human. actives 0.12% (n = 190,000). Bead-based flow cytometry, Bim-Bfl-1 binding inhibition. Q16548. inhibition, % at 10 µM;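 further: 0% = wells without compound plus tracer and 100% = blocker peptide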
GSH fluor: compound fluoresces at 488/530 nm on GSH beads; GSH beads flow cytometry, compound fluorescence 488/530 nm; active compounds read high; actives 0.25% (n = 190,000); AID 1776; fluorescence (KMESF) at 10 µM; in the data active means fluorescence above about 89;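 further: glutathione beads carrying GST-tagged Bcl family fusion proteins plus one bare bead set; values are compound well signal with DMSO vehicle wells as background; inactives centre near 16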
ABCB1 inh: inhibitors of human ABCB1 transporter, ABCG2 counter-screen; actives 0.067% (n = 190,000); P08183; AID 1326; inhibition, % at 6.6 µM; CCRF-Adr cells, JC-1 efflux, flow cytometry; in the data active means inhibition above about 40%;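 further: 0% = vehicle and 100% = reference inhibitor; higher value means more JC-1 retained so stronger ABCB1 efflux block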
Bim-Bcl-W: inhibitors of Bim-Bcl-W interaction, human | AID 952 | inhibition, % at 10 µM | Q92843 | bead-based flow cytometry, Bim peptide-Bcl-W binding | actives 0.02% (n = 190,000);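 further: 0% = bound tracer without compound and 100% = peptide blocker; higher means less fluorescent Bim peptide bound to Bcl-W beads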
Avidin bead fluor: compound fluoresces at 488/530 nm on avidin beads; compound fluorescence 488/530 nm, flow cytometry; active compounds read high; fluorescence (KMESF) at 10 µM; actives 0.38% (n = 220,000); AID 1775; in the data active means fluorescence above about 47; further: inactives centre near 10
Bcl-2 Bim block: disrupts Bim peptide binding to human Bcl-2; P10415; Bead-based flow cytometry, Bim peptide-Bcl-2 binding; inhibition, % at 10 µM; actives 0.06% (n = 190,000); in the data active means inhibition above about 40%; inconclusive means no clear call, values can overlap the other calls;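 further: 0% = no compound wells with probe peptide and 100% = reference peptide inhibitor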
RGS7-Gao reg: modulates binding of RGS7 to human Galphao | P09471 | Multiplexed bead flow cytometry; actives lie on both sides | binding response (% of control), % at 10 µM | actives 0.35% (n = 220,000); in the data active means binding response below about 49% or above about 150%; inconclusive means no clear call, values can overlap the other calls; inactive means in between;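 further: fluorescent Galphao held in activated GDP-AlF4 state binding bead-coupled RGS7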
Target sequence (P09471 whole entry, looked up): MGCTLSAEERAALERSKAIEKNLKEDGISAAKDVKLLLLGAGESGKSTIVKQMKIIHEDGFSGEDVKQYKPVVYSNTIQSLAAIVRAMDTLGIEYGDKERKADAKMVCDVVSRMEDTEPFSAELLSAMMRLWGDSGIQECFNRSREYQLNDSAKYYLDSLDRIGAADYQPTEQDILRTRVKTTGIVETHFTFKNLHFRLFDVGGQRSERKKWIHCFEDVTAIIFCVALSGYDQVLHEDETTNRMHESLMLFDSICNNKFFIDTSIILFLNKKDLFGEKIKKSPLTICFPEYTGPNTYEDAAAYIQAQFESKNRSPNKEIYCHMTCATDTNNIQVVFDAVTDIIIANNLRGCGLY
ABCG2 block: human ABCG2 inhibition, ABCB1 as counter-screen. inhibition, % at 6.6 µM. Q9UNQ0. IgMXP3 cells, JC-1 efflux, flow cytometry. actives 0.1% (n = 190,000). AID 1325;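 active means inhibition above 80%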;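 further: 0% = DMSO and 100% = nicardipine control wells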
Target sequence (Q9UNQ0 whole entry, looked up): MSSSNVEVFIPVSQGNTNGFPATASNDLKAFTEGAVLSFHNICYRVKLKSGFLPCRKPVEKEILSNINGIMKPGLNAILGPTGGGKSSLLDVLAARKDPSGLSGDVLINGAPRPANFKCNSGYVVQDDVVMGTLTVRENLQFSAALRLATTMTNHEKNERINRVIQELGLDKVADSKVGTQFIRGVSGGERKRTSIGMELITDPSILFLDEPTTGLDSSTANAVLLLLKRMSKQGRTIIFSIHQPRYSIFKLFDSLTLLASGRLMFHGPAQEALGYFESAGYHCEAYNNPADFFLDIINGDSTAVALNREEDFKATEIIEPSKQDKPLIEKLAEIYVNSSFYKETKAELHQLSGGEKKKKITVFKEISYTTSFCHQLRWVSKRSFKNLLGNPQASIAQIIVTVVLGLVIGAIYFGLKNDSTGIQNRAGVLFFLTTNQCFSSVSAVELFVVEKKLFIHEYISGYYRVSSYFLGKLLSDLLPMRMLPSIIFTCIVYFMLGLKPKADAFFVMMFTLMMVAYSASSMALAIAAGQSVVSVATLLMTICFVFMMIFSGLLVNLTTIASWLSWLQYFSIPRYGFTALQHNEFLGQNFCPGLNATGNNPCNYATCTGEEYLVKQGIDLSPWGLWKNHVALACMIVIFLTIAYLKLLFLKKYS
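Incubation: cells with compound and JC-1, 10 min at 25 °C, rotating, no wash / Test system: IgMXP3 (ABCG2) plus far-red-tagged CCRF-Adr (ABCB1) cells / Compound dosing: one concentration, 6.6 µM final / Also added: JC-1 fluorescent substrate / Evaluation: efflux inhibition in percent versus controls / Detection: flow cytometry, 530 nm JC-1 signal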
RGS4-Gao reg: modulates binding of RGS4 to human Galphao; P09471; Multiplexed bead flow cytometry; actives lie on both sides; binding response (% of control), % at 10 µM; actives 0.33% (n = 220,000); AID 1415; in the data active means binding response below about 49% or above about 150%; inactive means in between;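 further: fluorescent Galphao activated with aluminum fluoride binding bead-coupled RGS4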
Active calls of the source: *; ? = inconclusive; / = not tested or not shown. Unless noted, no stated cut-off is given here; in the data, active means inhibition above about 40%.

compound | Bcl-B Bim block | Bcl-XL Bim block | Bim-Bfl-1 | GSH fluor | ABCB1 inh | Bim-Bcl-W | Avidin bead fluor | Bcl-2 Bim block | RGS7-Gao reg | ABCG2 block | RGS4-Gao reg
Cc1ccc(Oc2nc(CN3CCOCC3)nc3sc4c(c23)CCC(C)C4)cc1 (stereo unspecified) | -2 | -6 | -2 | 11 | 1.6 | -8 | 10 | -3 | 97 | 9 | 98
CCC1(C)N=C(c2ccc3c(c2)OCO3)CC(c2ccccc2O)N1 (stereo unspecified) | -12 | -9 | -14 | 32 | 0.4 | -3 | 11 | -9 | 101 | 9 | 97
COc1ccc(Cl)cc1S(=O)(=O)N1CCN=C1C | -5 | -3 | -11 | 17 | 0.0 | -1 | 7 | -7 | 101 | 0 | 104
Cc1ccc(-c2nc(NCCN3CCOCC3)c3ccccc3n2)cc1 | 2 | 0 | 0 | 9 | 1.8 | -2 | 10 | 0 | 91 | 7 | 85
CCCN1C(=O)c2cc(C(=O)Nc3ccccc3CC)ccc2C1O (stereo unspecified) | -5 | -4 | -8 | 19 | -3.2 | 0 | 8 | -11 | 99 | -4 | 102
COc1ccc(Cl)cc1C(=O)CSc1nnnn1C1CCCCC1 | -6 | -9 | -8 | 38 | 0.3 | 4 | 14 | -7 | 109 | 2 | 103
COc1ccc(C(=O)Nc2ccc3c(c2)nc2n3CCSC2)cc1 | -6 | -3 | -12 | 28 | 0.6 | 2 | 10 | -8 | 103 | 2 | 103
CCN1CCCC1CNC1=NCCCCC1 (stereo unspecified) | 0 | -4 | 0 | 14 | 0.3 | -1 | 32 | -1 | 99 | 0 | 102
N/C(COc1cccc(C(F)(F)F)c1)=N\NC(=O)c1cccnc1Oc1ccccc1 | -4 | 7 | -6 | 55 | 0.1 | 2 | 10 | -8 | 105 | 1 | 108
Cc1ccc(Cn2c(=N)n(CC(=O)c3ccc([N+](=O)[O-])cc3)c3ccccc32)cc1 | -6 | 0 | 0 | 10 | -0.3 | -2 | 19 | -1 | 99 | 29 | 99

Of the compounds above, four have sulfur:
compound | Bcl-B Bim block | Bcl-XL Bim block | Bim-Bfl-1 | GSH fluor | ABCB1 inh | Bim-Bcl-W | Avidin bead fluor | Bcl-2 Bim block | RGS7-Gao reg | ABCG2 block | RGS4-Gao reg
Cc1ccc(Oc2nc(CN3CCOCC3)nc3sc4c(c23)CCC(C)C4)cc1 (stereo unspecified) | -2 | -6 | -2 | 11 | 1.6 | -8 | 10 | -3 | 97 | 9 | 98
COc1ccc(Cl)cc1S(=O)(=O)N1CCN=C1C | -5 | -3 | -11 | 17 | 0.0 | -1 | 7 | -7 | 101 | 0 | 104
COc1ccc(Cl)cc1C(=O)CSc1nnnn1C1CCCCC1 | -6 | -9 | -8 | 38 | 0.3 | 4 | 14 | -7 | 109 | 2 | 103
COc1ccc(C(=O)Nc2ccc3c(c2)nc2n3CCSC2)cc1 | -6 | -3 | -12 | 28 | 0.6 | 2 | 10 | -8 | 103 | 2 | 103

Given field by field: 4 of the compounds above
> N/C(COc1cccc(C(F)(F)F)c1)=N\NC(=O)c1cccnc1Oc1ccccc1
  Bcl-B Bim block: -4; Bcl-XL Bim block: 7; Bim-Bfl-1: -6; GSH fluor: 55; ABCB1 inh: 0.1; Bim-Bcl-W: 2; Avidin bead fluor: 10; Bcl-2 Bim block: -8; RGS7-Gao reg: 105; ABCG2 block: 1; RGS4-Gao reg: 108
> Cc1ccc(Cn2c(=N)n(CC(=O)c3ccc([N+](=O)[O-])cc3)c3ccccc32)cc1
  Bcl-B Bim block: -6; Bcl-XL Bim block: 0; Bim-Bfl-1: 0; GSH fluor: 10; ABCB1 inh: -0.3; Bim-Bcl-W: -2; Avidin bead fluor: 19; Bcl-2 Bim block: -1; RGS7-Gao reg: 99; ABCG2 block: 29; RGS4-Gao reg: 99
> COc1ccc(Cl)cc1S(=O)(=O)N1CCN=C1C
  Bcl-B Bim block: -5; Bcl-XL Bim block: -3; Bim-Bfl-1: -11; GSH fluor: 17; ABCB1 inh: 0.0; Bim-Bcl-W: -1; Avidin bead fluor: 7; Bcl-2 Bim block: -7; RGS7-Gao reg: 101; ABCG2 block: 0; RGS4-Gao reg: 104
> CCC1(C)N=C(c2ccc3c(c2)OCO3)CC(c2ccccc2O)N1 (stereo unspecified)
  Bcl-B Bim block: -12; Bcl-XL Bim block: -9; Bim-Bfl-1: -14; GSH fluor: 32; ABCB1 inh: 0.4; Bim-Bcl-W: -3; Avidin bead fluor: 11; Bcl-2 Bim block: -9; RGS7-Gao reg: 101; ABCG2 block: 9; RGS4-Gao reg: 97

(cont.)
compound | Bcl-B Bim block | Bcl-XL Bim block | Bim-Bfl-1 | GSH fluor | ABCB1 inh | Bim-Bcl-W | Avidin bead fluor | Bcl-2 Bim block | RGS7-Gao reg | ABCG2 block | RGS4-Gao reg
COc1ccc2c(c1)O[C@H](c1ccc3c(c1)OCO3)[C@@H](OC(=O)Nc1cc(OC)c(OC)c(OC)c1)C2=O | -5 | -1 | 1 | / | 7.2 | -1 | 6 | 0 | 94 | 0 | 93
O=S1(=O)c2ccccc2N=NN1Cc1ccc(Cl)cc1 | -9 | -6 | -12 | 24 | 0.3 | 5 | 23 | -8 | 98 | 10 | 100
CN(C)c1nc(SCc2ccccc2)nc(N2CCOCC2)n1 | 0 | -2 | -2 | 12 | 0.5 | 1 | 33 | 0 | 96 | 2 | 103
O=C(NC1CCCCC1)c1ccccc1-c1ccccc1 | 4 | 6 | 10 | 12 | 0.0 | 6 | 13 | 9 | 102 | 0 | 99
CC12c3ccccc3C(c3ccccc31)C1C(=O)N(c3cccnc3)C(=O)C12 (stereo unspecified) | -3 | -9 | -5 | 16 | 0.4 | -6 | 16 | -5 | 102 | 0 | 104
CN1C(=O)C(O)(c2nnc(-c3ccccc3)o2)c2ccccc21 (stereo unspecified) | -1 | -2 | -1 | 12 | 0.0 | -2 | 12 | 0 | 104 | 1 | 105
Cn1ccnc1SCC(=O)N(C1CCCCC1)C1CCCCC1 | -1 | -1 | -5 | 53 | 1.1 | -2 | 25 | 0 | 98 | 2 | 101
Cc1ccc(C(O)(C(=O)NNc2ccccn2)c2ccc(C)cc2)cc1 | -3 | 0 | -1 | 17 | 0.2 | -2 | 12 | -2 | 101 | 0 | 99
Cc1ccc(C(=O)Oc2cccc(-n3cnnn3)c2)cc1 | 0 | 1 | 5 | 12 | 0.4 | 3 | 7 | 2 | 102 | 8 | 102
O=S(=O)(Nc1ccncc1)c1ccccc1 | -8 | -5 | 7 | 42 | 0.4 | -1 | 34 | -3 | 102 | 1 | 105
O=C(CSCc1c(F)cccc1Cl)NCC1CCCO1 (stereo unspecified) | -2 | -4 | -3 | 16 | 0.2 | -1 | 31 | -4 | 102 | 0 | 105
CCCC(O)(c1ccc(OC)cc1)C(CN1CCOCC1)c1ccccc1 (stereo unspecified) | -6 | -2 | -4 | 15 | 1.9 | -1 | 10 | 1 | 103 | 3 | 103
CC(C)c1ccccc1NC(=O)C1CN(S(=O)(=O)c2ccccc2)CCN1S(=O)(=O)c1ccccc1 (stereo unspecified) | -3 | -3 | 0 | 5 | 5.1 | 0 | 3 | 2 | 102 | 4 | 101
COC(=O)C(C)(C)ONC(=O)Nc1ccccc1[N+](=O)[O-] | -4 | 0 | -3 | 9 | 1.1 | -3 | 11 | -4 | ? | 5 | 100
Cc1nc(SCc2ccc(O)c([N+](=O)[O-])c2)n[nH]1 | -31 | -10 | -2 | 12 | 0.6 | -12 | 8 | -5 | 102 | 12 | 102
Cc1ccc(CNC(=O)CN(Cc2cccs2)C(=O)C2(C)CC(=O)N=C3C=CC=CN32)cc1 (stereo unspecified) | 1 | -4 | 0 | 4 | 0.2 | -1 | 14 | -2 | 101 | 0 | 102
Cc1ccc(-c2ncccc2OC(=O)C23CC4CC(CC(C4)C2)C3)cc1 | 0 | 2 | 0 | 8 | 0.3 | -1 | 13 | 0 | 100 | 1 | 106
O=C(CSc1nccc2ccccc12)N1CCN(c2ccccn2)CC1 | -11 | -8 | -5 | 15 | 0.1 | -5 | 23 | -5 | 97 | 1 | 98
COc1cc(OC)c(NC(=O)CCc2ccccc2)cc1Cl | -9 | -10 | -18 | 35 | -0.2 | -2 | 14 | -12 | 101 | 41 | 104
O=C(Nc1nnc(-c2ccccc2)o1)Nc1ccccc1Cl | -10 | -4 | -11 | 25 | 0.3 | -2 | 6 | -10 | 104 | 1 | 103
CC1=NOC(=O)/C1=C\c1ccc(-c2ccc(Cl)c(C(=O)O)c2)o1 | 1 | 3 | 0 | 9 | -0.2 | 1 | 17 | -3 | 92 | 1 | 95
Cc1ccc(-c2nnn(CC(=O)Nc3cccc4cccnc34)n2)o1 | 0 | -6 | -6 | 22 | 0.0 | 0 | 4 | 0 | 104 | 1 | 105
CN(C)c1oc(/C=C/c2ccccc2)nc1C#N | 6 | 1 | 0 | 11 | -0.5 | 3 | 5 | 2 | 93 | -2 | 97
COc1ccc(OC)c(S(=O)(=O)N(C)CC(=O)N2CCN(c3ccccc3F)CC2)c1 | -4 | 0 | -6 | 52 | 1.1 | -3 | 8 | -3 | 99 | 4 | 101
O=c1cc(CN2CCN(S(=O)(=O)c3ccc4ccccc4c3)CC2)nc2sccn12 | 2 | 1 | -5 | 10 | 1.7 | 0 | 6 | 0 | 100 | 4 | 101
CC(C)CC(NC(=O)c1ccc(Cl)cc1Cl)C(=O)O (stereo unspecified) | 0 | 3 | 2 | 7 | 0.9 | 0 | 6 | 0 | 96 | 4 | 93
COc1ccc(Nc2nc3c([nH]2)c(=O)[nH]c(=O)n3C)cc1 | -4 | -10 | -1 | 8 | 0.4 | -7 | 25 | -4 | 102 | 0 | 104
O=C(CN1CCC(NC(=O)c2ccccc2Cl)CC1)NCc1ccco1 | -1 | -2 | -4 | 26 | 0.1 | -4 | 10 | -4 | 97 | 1 | 100
COc1ccc(NCc2ccc([N+](=O)[O-])s2)cc1 | -9 | -5 | 0 | 11 | 3.9 | -2 | 14 | -1 | 106 | 3 | 106
Cc1onc(C(=O)Nc2cccnc2Cl)c1[N+](=O)[O-] | -3 | -3 | -6 | 11 | -0.7 | -2 | 10 | -5 | 103 | -3 | 104
O=C(O)c1ccc(Cl)c(S(=O)(=O)NCc2cccnc2)c1 | -10 | -8 | -8 | 16 | 0.4 | -4 | 12 | -4 | ? | 0 | 97
